High-throughput results as filed in PubChem BioAssay.
ABHD5 PLIN5 PPI = ABHD5-PLIN5 interaction inhibitors, primary screen, cell lysate, split luciferase complementation, luminescence; Perilipin-5 (Homo sapiens) + 1-acylglycerol-3-phosphate O-acyltransferase ABHD5 (Homo …; inhibition, % at 4 µM; actives 0.78% (n = 360,000); AID 602281, 2012; Split G. princeps luciferase complementation, 4 h;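 active = inhibition above the mean inhibition across every tested compound plus 3 SD, cut at about 22% in these data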;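 note: 0% = DMSO only wells and the 100% control is not disclosed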
MC4R antag cAMP = MC4R antagonists of cAMP signaling, primary screen, cell-based, TR-FRET, antagonist arm of biased-ligand search. Melanocortin receptor 4 (Homo sapiens), P32245. MC4R-expressing cells, MTII-stimulated cAMP, LANCE TR-FRET. inhibition, % at 6.5 µM. actives 0.48% (n = 360,000). AID 540295, 2011;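 active = inhibition above its plate's cutoff, the mean of tested wells on that plate plus 3 SD, cut at about 29% in these data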;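 note: 0% = Melanotan II alone and 100% = Melanotan II plus saturating MCL0020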
Target sequence (P32245 whole entry, looked up): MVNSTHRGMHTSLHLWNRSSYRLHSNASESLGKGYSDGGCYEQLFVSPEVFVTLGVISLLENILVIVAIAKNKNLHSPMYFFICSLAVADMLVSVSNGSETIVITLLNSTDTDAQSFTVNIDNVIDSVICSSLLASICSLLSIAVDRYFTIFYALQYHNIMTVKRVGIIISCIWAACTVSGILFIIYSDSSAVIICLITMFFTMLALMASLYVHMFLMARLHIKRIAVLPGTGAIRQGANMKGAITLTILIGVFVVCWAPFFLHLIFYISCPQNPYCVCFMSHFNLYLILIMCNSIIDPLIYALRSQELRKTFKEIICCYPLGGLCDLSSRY
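Test system: U2OS cells stably expressing human melanocortin 4 receptor (MC4R); also added: Melanotan II challenge; compound: 6.5 µM single dose; timing: 30-min compound preincubation, 1-h Melanotan II challenge, 1-h detection, room temperature; signal: Eu-cAMP/anti-cAMP TR-FRET, emission 671 nm; repeats: one well per compound, no replicates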
LRH-1 inv ag = LRH-1 (NR5A2) inverse agonists, primary screen, cell-based, luminescence, HEK293T, StAR-luciferase reporter. Nuclear receptor subfamily 5 group A member 2 (Homo sapiens), O00482. LRH-1 transfected, 24 h. inhibition, % at 3.6 µM. actives 0.13% (n = 360,000);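 active = inhibition above the mean inhibition of all tested compounds plus 3 SD, cut at about 73% in these data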;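 note: 0% = DMSO wells and 100% = reporter-only cells lacking LRH-1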
SRC3 inh = SRC3 coactivator transcriptional activity inhibitors, primary screen, cell-based, luminescence | Nuclear receptor coactivator 3 (Homo sapiens), Q9Y6Q9 | actives 0.17% (n = 360,000) | inhibition, % at 3.6 µM | HEK293 GAL4-SRC3 luciferase reporter | AID 588352, 2011;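 active = inhibition above a per-campaign cutoff, the mean of all compounds plus 3 SD, cut at about 60% in these data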;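 note: 0% = DMSO-treated cells and 100% = gossypol-treated cells at 36 µM; higher means less SRC3-driven luciferase light from the GAL4 reporter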
TLR9-MyD88 block = inhibitors of TLR9-MyD88 association in cells, primary screen, cell-based, CHO, BLA complementation, fluorescence | actives 0.21% (n = 340,000) | CCF4 FRET ratio | inhibition, % at 4.98 µM | Toll-like receptor 9 (Homo sapiens) + Myeloid differentiation primary response protein …;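 active = inhibition above the mean over all tested compounds plus 3 SD, cut at about 21% in these data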;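 note: 0% = DMSO only wells and 100% = clavulanate BLA inhibitor control wells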
MC4R barr agon = MC4R agonists recruiting beta-arrestin, primary screen, cell-based, luminescence, agonist arm of biased-ligand search; activation, % at 8.9 µM; U2OS MC4R beta-arrestin complementation; percent of melanotan II response, DMSO zero; Melanocortin receptor 4 (Homo sapiens), P32245; AID 540308, 2011; actives 0.98% (n = 360,000);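 active = activation above a per-plate cutoff, the mean activation of sample wells on that plate plus 3 SD, cut at about 8% in these data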
SRC2 inh = inhibition of GAL4-SRC2 driven luciferase reporter, primary screen, SRC2 inhibitor project, cell-based, luminescence; Nuclear receptor coactivator 2 (Homo sapiens), Q15596; inhibition, % at 9 µM; actives 0.17% (n = 370,000); AID 651957, 2012; HEK293 GAL4-SRC2 luciferase reporter;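 active = inhibition above the mean inhibition of all tested compounds plus 3 SD, set per campaign, cut at about 52% in these data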;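 note: 0% = DMSO treated cells and 100% = cells given Gossypol at 36 µM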
NOD2 RIPK2 PPI = NOD2-RIPK2 binding disruptors in cells, primary screen, fluorescence, CHO cells, BLA complementation; Receptor-interacting serine/threonine-protein kinase 2 (Homo sapiens), O43353; CCF4 ratio; inhibition, % at 4.98 µM; actives 0.38% (n = 360,000); in the data active = inhibition above about 21%;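 note: 0% = vehicle only and 100% = reference blocker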
COUP-TFII inh = NR2F2 transcriptional activity inhibitors, primary screen, cell-based, luciferase reporter, HEK293T, luminescence; inhibition, % at 8.6 µM; AID 686940, 2013; actives 0.7% (n = 370,000); COUP transcription factor 2 (Homo sapiens), P24468; HEK293T NGFI-A luciferase reporter;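 active = inhibition above a per-plate cutoff, mean inhibition of test wells between control levels plus 3 SD, cut at about 38% in these data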;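 note: cells cotransfected with COUP-TFII expression vector driving the NGFI-A reporter; 0% = median of COUP-TF2 test wells and 100% = reporter-only cells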
LMP1 NFkB inh = EBV LMP1-driven NF-kappaB luciferase reporter inhibitors, primary screen, cell-based, luminescence, single point. LMP1-induced NF-kappaB luciferase reporter cells. inhibition, % at 12.5 µM. actives 0.69% (n = 350,000). AID 504558, 2011; in the data active = inhibition above about 41%;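 note: 0% = neutral control wells and 100% = reference inhibitor control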
NCOA1 inh = SRC1 coactivator transcriptional activity inhibitors, primary screen, cell-based, luminescence | HEK293 GAL4-SRC1 luciferase reporter | inhibition, % at 3.6 µM | actives 0.12% (n = 360,000) | AID 588354, 2011;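 active = inhibition above the campaign mean plus 3 SD, with each screening campaign given its own cutoff, cut at about 60% in these data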;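 note: 0% = DMSO treated cells and 100% = gossypol at 36 µM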
* marks the source's active call; other numbers are inactive results; & = joins results of further samples.

SMILES	ABHD5 PLIN5 PPI	MC4R antag cAMP	LRH-1 inv ag	SRC3 inh	TLR9-MyD88 block	MC4R barr agon	SRC2 inh	NOD2 RIPK2 PPI	COUP-TFII inh	LMP1 NFkB inh	NCOA1 inh
CC[C@@H]1C(=O)OC[C@@H]1Cc1cncn1C	-0.9&-4.9	0.7&19.3	1.8&-2.1	-31.3&-11.7	-8.7&-2.4	0.9&0.1	2.1&-4.2	-0.1&-5.5	-20.4&11.9	9.2&-1.1	1.4&-7.0

Some of the compounds tested; the hit share may differ from the screen's.
